Screening results from PubChem BioAssay.
RMI FANCM FP: disruptors of RMI1/RMI2 association with MM2 peptide – biochemical, fluorescence polarization, human, primary screen; RMI core complex with F-MM2 peptide; hits give low values; RMI core complex (RMI1/RMI2) binding to FANCM MM2 peptide, human; FP signal (polarization) at 33 µM; hit rate 0.58% among 70,000; in the data active means FP signal below about 40; further: inactives centre near 61; strong numbers were not always called active; unit not given here
The depositor's hits bear a star; & = joins results of further samples. Only part of the results is shown; count on the stated rates, not on these rows.

SMILES | RMI FANCM FP
CC1=C(C(=O)Nc2cccnc2)C(c2ccccc2[N+](=O)[O-])n2nc(-c3ccco3)nc2N1 (stereo not given) | 59
CCN(CC)S(=O)(=O)c1ccc(C(=O)Nc2nc3ccc4ccccc4c3s2)cc1 | 63
O=[N+]([O-])c1ccc(C2=CN(c3ccc(Cl)cc3)C(O)=CO2)cc1 | 56
CC(C)CCCC(C)C1CCC2C3CC[C@H]4CC(=O)CC[C@]4(C)C3CC[C@]12C (stereo not given in full) | 67
Cc1cc(NC(=O)C(=O)NCC(c2ccc3c(c2)CCN3C)N2CCCC2)c2ccccc2n1 (stereo not given) | 52
Cc1ccc(NC(=O)C(=O)NCC2CCN(C3CCCC3)CC2)cc1C | 80
COc1ccc(-n2nnc(C(=O)OCc3cccc(Cl)c3)c2C)cc1Cl | 66
Cc1ccc2nc(-c3ccccc3NC(=O)CCC(=O)O)[nH]c2c1 | 65
O=C(NOC(=O)c1cccs1)c1ccco1 | 53
O=C(Nc1ccccc1)c1csc(-c2ccccc2)n1 | 66
C=CCN1C(=O)/C(=C/c2ccc(OC)c(OC)c2)SC1=Nc1ccc(C(=O)O)cc1 | 58
COC(=O)c1cc(=O)n2c(-c3cccs3)nnc2s1 | 60
O=C(COc1ccccc1F)Nc1ccc2c(c1)CN(S(=O)(=O)c1ccccc1)CC2 | 66
N/C(COc1ccc(Cl)cc1Cl)=N/OC(=O)Nc1ccc(Cl)cc1 | 54
COc1ccc(C)c2sc(N(CCN(C)C)C(=O)CSc3ccccc3)nc12 | 58
CC(C)C(=O)Nc1ccc(SCC(=O)Nc2ccc(C(F)(F)F)cc2)nn1 | 78
CC[C@@]1([C@@H]2O[C@@H]([C@H]3O[C@@](O)(CO)[C@H](C)C[C@@H]3C)C[C@@H]2C)CC[C@H]([C@]2(C)CC[C@]3(C[C@H](O)[C@@H](C)[C@@H]([C@@H](C)[C@@H](OC)[C@H](C)C(=O)O)O3)O2)O1 | 51
COC(=O)c1c(C)oc(C)c1S(=O)(=O)N1CCN(C2c3ccccc3-c3ccccc32)CC1 | 55
COc1ccc(Cn2cnc3c4ccccc4n(CC(=O)Nc4cc(OC)cc(OC)c4)c3c2=O)cc1 | 114
O=C(Nc1ccc(Cl)cc1)O/N=C1/CCSC1 | 55
O=C(c1ccccc1C(F)(F)F)N1CCC(c2nnc(C3CC3)s2)CC1 | 63
O=C(C1CC1)N1CCc2ccc(NS(=O)(=O)c3cc(Cl)ccc3Cl)cc21 | 69
O=C1C(CCS(=O)c2ccccc2)C(=O)N(c2ccccc2)N1c1ccccc1 (stereo not given) | 62&57&55
COc1ccc(C(=O)Nc2c(N)nc(SCC(=O)NCC3CCCO3)[nH]c2=O)cc1 (stereo not given) | 74
Cc1ccc(NC(=O)C(=O)NCC(c2ccc3c(c2)CCN3C)N2CCN(C)CC2)cc1C (stereo not given) | 67
(listing goes on)
SMILES | RMI FANCM FP
Cc1cc(NC(=O)CN2C(=O)c3ccccc3C2=O)n(-c2nc3ccccc3s2)n1 | 64
O=C1Oc2ccccc2C(=O)/C1=C/N1CCCCC1 | 62
CCOc1ccc(C(=O)Nc2sc3c(c2C(=O)NCc2cccnc2)CCCC3)cc1 | 60
O=C(NCCOc1ccc2nnc(-c3ccccc3)n2n1)Nc1cccc(C(F)(F)F)c1 | 69
O=C(CCS(=O)(=O)c1ccc(F)cc1)Nc1nnc(Cc2cccs2)o1 | 68
O=C(Cc1cccc2ccccc12)N(Cc1cccnc1)c1nc2ccc(Br)cc2s1 | 75
O=C(COc1ccc(Cl)cc1Cl)OCn1nnc2ccccc2c1=O | 59
N#Cc1ccccc1NC(=O)CCN1C(=O)c2ccccc2C1=O | 64
NC(N)=NS(=O)(=O)c1c(Cl)cc(C(F)(F)F)cc1Cl | 55
CCOC(=O)c1sc(NC(=O)C(C)(C)C)nc1C | 62
COc1ccc(SCC(=O)Nc2ccc(O)c(-c3nc4ccccc4s3)c2)cc1 | 57
O=C(/C=C/c1cccs1)NCCC1=CCCCC1 | 56
COc1ccccc1C(=O)Nc1cc(C)nn1-c1nc2ccc(F)cc2s1 | 105
O=C(NCCn1ncc2c(N3CCN(c4ccccc4)CC3)ncnc21)c1cc2ccccc2o1 | 67
O=C(O)c1ccc(CSc2ncnc3nc[nH]c23)cc1 | 68
O=C(Oc1ccc(Cl)cc1)c1snnc1-c1ccccc1 | 57
COc1ccc(NC(=O)c2ccccc2Sc2ccccc2COC(C)=O)cc1 | 57
CCOc1ccc(C(C)C)cc1S(=O)(=O)N1CCN(c2ccc3nnc(C)n3n2)CC1 | 62
N#Cc1c(Cl)cccc1-n1cccc1 | 54
CSCC(CSC)OC(=O)Nc1ccccc1 | 58
CC(=O)Nc1ccc(SCC(=O)NCc2ccc(Cl)cc2)nn1 | 66
O=C(O)CCN1C(=O)/C(=C\c2cccnc2)SC1=S | 62
CCOc1cc(C(=O)Nc2ccc(C)c(N3CCCCC3=O)c2)cc(OCC)c1OCC | 52
C=CCn1c(=NC(=O)c2cccs2)sc2cc(OCC)ccc21 | 62
CCC(C)n1c(=O)[nH][nH]c1=S (stereo not given) | 51
New compounds follow.
SMILES | RMI FANCM FP
Clc1c(-c2nc3ccccc3s2)sc2ccccc12 | 54
CCS(=O)(=O)c1ccccc1C(=O)N=c1sc2cc([N+](=O)[O-])ccc2n1C | 63
O=C(c1ccco1)N1CCc2ccc(NS(=O)(=O)c3cccs3)cc2C1 | 66
COC(=O)c1c(-c2ccccc2)csc1NC(=O)CCN1CCCCC1 | 92
Cc1cccc(NCc2nnc(-c3ccccc3)o2)c1C | 56
Cc1ccc(Nc2ccc([N+](=O)[O-])cc2[N+](=O)[O-])cc1 | 59
CCCn1cc(C(=O)Nc2ccncc2)c2nn(-c3ccccc3)c(=O)c-2c1 | 52
Cn1c(SCC(=O)Nc2ccc(OC(F)(F)F)cc2)nnc1-c1c[nH]c2ccccc12 | 66
COc1ccc(N2CCCS2(=O)=O)cc1NC(=O)C(=O)NCc1cccs1 | 65
COc1ccc(CCC(=O)Nc2cc(-c3cn4nc(OC)ccc4n3)ccc2C)cc1 | 100
Cc1ccc(NC(=O)CSc2ccc(NC(=O)c3ccco3)nn2)cc1F | 79
Cc1cccc(NC(=O)c2csc3nc(-c4ccccc4)cn23)n1 | 66
Cc1cc(S(=O)(=O)NCC2CCN(C3CCCC3)CC2)ccc1F | 76
COc1ccc(CN2C(=O)CSC2c2cccnc2)cc1 (stereo not given) | 62
CS(=O)(=O)N1CCN(C(=O)Cc2csc(Nc3cccc(Cl)c3)n2)CC1 | 63
CSCc1csc(NC(=O)c2ccc(F)cc2)n1 | 57
Nn1c(SCC(=O)Nc2ccccc2Cl)nnc(CCC(=O)O)c1=O | 51
CCOC(=O)CNC(=O)NC1CC(=O)N(c2ccccc2)C1 (stereo not given) | 61
Cc1ccc2nc3c(cc2c1)c(=O)oc1ccccc13 | 52
CCOc1ccc(-c2cc(=O)n(CC(=O)Nc3ccccc3CC)cn2)cc1 | 99
CCC(C)NCC(O)COc1ccccc1C(C)CC (stereo not given) | 73
COc1ccc(CC(=O)N2CCC3(CC2)Nc2ccccc2S(=O)(=O)N3)cc1 | 60
O=c1c(NC2CCCCC2)c(NC2CCCCC2)c1=O | 56
O=S(=O)(NCC(c1ccsc1)N1CCCCCC1)c1cccc(F)c1 (stereo not given) | 56
Cc1cccc(-c2nc(S(=O)(=O)c3ccccc3)c(NCCCN3CCOCC3)o2)c1 | 59

Part of the list above, as tab-separated lines:
mol	RMI FANCM FP
Cc1ccc(NC(=O)CSc2ccc(NC(=O)c3ccco3)nn2)cc1F	79
Cc1cccc(NC(=O)c2csc3nc(-c4ccccc4)cn23)n1	66
Cc1cc(S(=O)(=O)NCC2CCN(C3CCCC3)CC2)ccc1F	76
COc1ccc(CN2C(=O)CSC2c2cccnc2)cc1 (stereo not given)	62
CS(=O)(=O)N1CCN(C(=O)Cc2csc(Nc3cccc(Cl)c3)n2)CC1	63
CSCc1csc(NC(=O)c2ccc(F)cc2)n1	57
Nn1c(SCC(=O)Nc2ccccc2Cl)nnc(CCC(=O)O)c1=O	51
CCOC(=O)CNC(=O)NC1CC(=O)N(c2ccccc2)C1 (stereo not given)	61
Cc1ccc2nc3c(cc2c1)c(=O)oc1ccccc13	52
CCOc1ccc(-c2cc(=O)n(CC(=O)Nc3ccccc3CC)cn2)cc1	99
CCC(C)NCC(O)COc1ccccc1C(C)CC (stereo not given)	73
COc1ccc(CC(=O)N2CCC3(CC2)Nc2ccccc2S(=O)(=O)N3)cc1	60
O=c1c(NC2CCCCC2)c(NC2CCCCC2)c1=O	56
O=S(=O)(NCC(c1ccsc1)N1CCCCCC1)c1cccc(F)c1 (stereo not given)	56
Cc1cccc(-c2nc(S(=O)(=O)c3ccccc3)c(NCCCN3CCOCC3)o2)c1	59

Following part:
SMILES | RMI FANCM FP
O=C(CN1C(=O)c2cccc3cccc(c23)C1=O)NCCCO | 61
O=C(O)c1nccnc1C(=O)Nc1ccccc1N1CCOCC1 | 56
Cc1cc(C)c(N)c(Cl)n1 | 55
COc1ccc(SCC(=O)Nc2nnc(-c3ccco3)o2)cc1 | 53
O=C(CSc1ccccc1)N(CCCN1CCOCC1)c1nc2ccccc2s1 | 56
CCCCN1C(C)=CC(=C2C(=O)NC(=S)NC2=O)C=C1C | 82
Cn1nc2c(c1NC(=O)c1ccc([N+](=O)[O-])s1)CCC2 | 65
COc1cc(-c2coc3cc(O[C@@H]4O[C@H](CO)[C@@H](O)[C@H](O)[C@H]4O)c(OC)c(O)c3c2=O)cc(O)c1OC | 57
CC(C)CCN1C(=O)C(C)(C)COc2ccc(NS(=O)(=O)Cc3cccc(Cl)c3)cc21 | 65
O=S(=O)(c1ccc(Cl)c2ccccc12)N1CCOCC1 | 60
CCN1C(=O)Cc2cc(NS(=O)(=O)c3ccc(OC)cc3C)ccc21 | 69
Cc1nc(C)c(C(=O)NNC(=O)c2ccc(Cl)cc2)s1 | 58
O=C(NC(=S)Nc1cccnc1Cl)c1ccc(Cl)cc1Cl | 60
O=C(c1ccccc1Cl)N1CCC(c2nnc(C3CC3)s2)CC1 | 65
O=S(=O)(c1cccc2c(I)cccc12)N1CCCNCC1 | 70
COc1cccc(NC(=O)NCC(c2ccc3c(c2)CCN3C)N(C)C)c1 (stereo not given) | 64
CSc1ccc2nc(NC(=O)C3=COCCO3)sc2c1 | 55
Cn1c(=O)c2c(N)c([N+](=O)[O-])c(=O)n(C)c2n(C)c1=O | 56
O=C(CSc1ccc2nnc(CCNC(=O)c3ccccc3)n2n1)NCC1CCCO1 (stereo not given) | 61
O=S(=O)(c1cccc2c(S(=O)(=O)N3CCN(Cc4ccccc4)CC3)cccc12)N1CCN(Cc2ccccc2)CC1 | 56
Cc1noc(-c2ccc(C(F)(F)F)cc2)c1C(=O)NNC(=O)Nc1ccccc1 | 61
COc1cccc(/C=N\NC(=S)Nc2cc(C(F)(F)F)cc(C(F)(F)F)c2)c1O | 67
CC(=O)Nc1ccc(SCc2ccccc2F)nn1 | 67
COc1cc(Cl)ccc1N/N=C(/C#N)C(N)=O | 56
CCCCN1Cc2c(n(CC(=O)c3cc(-c4ccccc4)no3)c3cc(-c4ccccc4)nn3c2=O)C1=O | 62
New compounds follow.
SMILES | RMI FANCM FP
CC(C)=CC(=O)Oc1ccc(-c2ccc(C)cc2)cc1 | 73
CCOC(=O)c1n[nH]n2c1nc(=S)c1ccccc12 | 63
CCOc1ccc(-n2c(SCC(=O)Nc3cc(C)ccc3C)nc3c(oc4ccccc43)c2=O)cc1 | 55
CCOC(=O)CSc1nc2sc(C)c(C)c2c(=O)n1C | 61
O=S(=O)(NC1CCCCC1N1CCOCC1)c1ccccc1 (stereo not given) | 57
C=CCN1C(=O)C(C)(C)COc2ccc(NC(=O)CCc3ccc(OC)cc3)cc21 | 68
O=S(=O)(c1cccs1)N1CCN(Cc2nc(-c3ccc(F)cc3)cs2)CC1 | 73
O=c1cc(O)c2c(=O)n(-c3ccccc3)c(-c3ccccc3)cc2o1 | 59
COC(=O)CC1C(=O)NCCN1C(=S)NC(=O)c1ccccc1[N+](=O)[O-] (stereo not given) | 53
C[C@@H](c1ncncc1F)[C@](O)(Cn1cncn1)c1ccc(F)cc1F | 56
COc1nn(C)cc1C(=O)N1CCN(Cc2ccccc2)CC1 | 55
COc1ccc(S(=O)(=O)Nc2ccc3c(c2)CC(=O)N3)c(C)c1 | 66
CN(C)CCN(C(=O)c1ccc(S(=O)(=O)N2CCCCC2)cc1)c1nc2ccc(Br)cc2s1 | 88
O=C(c1cccc(-n2cnnn2)c1)N1CCCc2ccccc21 | 67
COc1ccc(NC(=O)CSc2nc3c(-c4ccccc4)c[nH]c3c(=O)n2C2CC2)c(OC)c1 | 68
COc1ccccc1Oc1ccc(S(=O)(=O)Nc2cccc(C(C)=O)c2)cc1 | 54
COc1cc(OC)cc(C(=O)NCCCn2nc(-c3ccccc3)ccc2=O)c1 | 66
O=C(NCCn1ncccc1=O)NCc1ccccc1 | 63
CC(Oc1ccc(Cl)cc1Cl)C(=O)NCCOc1ccccc1 (stereo not given) | 61
CC(C)CCCC(C)C1CCC2C3CC=C4CC(OC(=O)/C=C/c5c6ccccc6cc6ccccc56)CCC4(C)C3CCC12C (stereo not given) | 65
CNC1(C)C2CCC(C2)C1(C)C (stereo not given) | 55&60&55
Cc1cccc(S(=O)(=O)NCCOc2ccc(-c3cccs3)nn2)c1 | 74
O=C(COc1cccc2ccc(N3CCCCC3)nc12)NCc1ccco1 | 52
O=C(Cc1cc(-c2ccc(Cl)cc2)on1)NCc1cccnc1 | 64
O=C(NCCS(=O)(=O)N1CCc2ccccc2C1)C1CC(=O)N(c2ccccc2)C1 (stereo not given) | 56
O=C(Cc1cc(F)cc(F)c1)Nc1ccccn1 | 53
CCOC(=O)/C(C#N)=C\c1ccc(N2CCN(Cc3ccccc3)CC2)cc1 | 81
CN1CCOc2ccc(NC(=O)c3ccc(Br)o3)cc2C1=O | 55

An excerpt from above in order of the RMI FANCM FP value, largest number first:
SMILES | RMI FANCM FP
O=C(c1cccc(-n2cnnn2)c1)N1CCCc2ccccc21 | 67
CC(C)CCCC(C)C1CCC2C3CC=C4CC(OC(=O)/C=C/c5c6ccccc6cc6ccccc56)CCC4(C)C3CCC12C (stereo not given) | 65
O=c1cc(O)c2c(=O)n(-c3ccccc3)c(-c3ccccc3)cc2o1 | 59
